CSN inh = CSN deneddylation inhibition | Q92905 | Purified CSN, SCF-Nedd8-OG deneddylation, fluorescence polarization | inhibition, % at 12.5 µM | 360,000 tested, 0.38% active | AID 651999;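 active = pattern-corrected inhibition above about 35%, with an unprinted fluorescence ratio check between 0.5 and 1.5, limit read from the data, passing the limit was not always enough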;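 also: 0% = enzyme with substrate and 100% = substrate without enzyme; some results filed as inactive read as strong as hits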
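Assay system: Purified human Csn5 enzyme expressed in HEK293T cells | Amount: Enzyme 0.24 nM | Measured by: Fluorescence polarization readout | Medium: Tris/NaCl/DTT buffer, pH 7.5 | Compound dosing: One concentration, 12.5 µM, 0.25% DMSO | Times: 90 min incubation of compound, enzyme and substrate at room temperature | Control set: no-enzyme wells high, enzyme-with-substrate wells low | Read-out: % inhibition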
Rpn11 block = blocks the human proteasome subunit Rpn11. human 26S proteasome, Ub4-pepOG fluorescence polarization; 20S core pre-blocked with epoxomicin. 360,000 tested, 0.59% active. O00487. calls only at 20 µM;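 active = inhibition at 20 µM, scaled to each plate's controls, above about 33%, limit read from the data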
Tb MetRS inh = Trypanosoma brucei MetRS inhibition. purified T. brucei MetRS, ATP depletion, Kinase-Glo luminescence. inhibition, % at 11.9 µM. 360,000 tested, 0.4% active. AID 624268;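 active = inhibition above a per-plate cutoff of the control wells' mean inhibition plus 3 SD, cut at about 5.5% in these data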;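 also: 0% = DMSO wells median and 100% = median of wells with control inhibitor compound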
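System: purified T. brucei MetRS enzyme / Detection: Kinase-Glo luciferase luminescence reporting remaining unconsumed ATP / Medium: HEPES buffer with MgCl2, KCl, DTT, spermine, BSA, pyrophosphatase / Replication: singlicate, one well per compound / Evaluation: percent inhibition relative to median high and low control wells / Schedule: 2 h aminoacylation at 25 °C after 15 min preincubation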
DNMT1 inh = blocks human DNA methyltransferase DNMT1; 360,000 tested, 0.83% active; inhibition (reported as % activation of signal), % at 10 µM; DNMT1 molecular beacon, Hinp1I cleavage, fluorescence; in the data active = inhibition above about 50%
PABP1 MLLE inh = blocks PAM2 peptide binding to the PABP1 MLLE domain | inhibition, % at 20 µM | 360,000 tested, 0.36% active | GST-MLLE / FITC-PAM2 fluorescence polarization | AID 588489; in the data active = inhibition above about 35%, passing the limit was not always enough;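 also: plate controls were DMSO wells with GST-MLLE for no effect and wells lacking GST-MLLE protein for full effect; some results filed as inactive read as strong as hits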
Target sequence (P11940 whole entry, looked up, the tested form may be a part): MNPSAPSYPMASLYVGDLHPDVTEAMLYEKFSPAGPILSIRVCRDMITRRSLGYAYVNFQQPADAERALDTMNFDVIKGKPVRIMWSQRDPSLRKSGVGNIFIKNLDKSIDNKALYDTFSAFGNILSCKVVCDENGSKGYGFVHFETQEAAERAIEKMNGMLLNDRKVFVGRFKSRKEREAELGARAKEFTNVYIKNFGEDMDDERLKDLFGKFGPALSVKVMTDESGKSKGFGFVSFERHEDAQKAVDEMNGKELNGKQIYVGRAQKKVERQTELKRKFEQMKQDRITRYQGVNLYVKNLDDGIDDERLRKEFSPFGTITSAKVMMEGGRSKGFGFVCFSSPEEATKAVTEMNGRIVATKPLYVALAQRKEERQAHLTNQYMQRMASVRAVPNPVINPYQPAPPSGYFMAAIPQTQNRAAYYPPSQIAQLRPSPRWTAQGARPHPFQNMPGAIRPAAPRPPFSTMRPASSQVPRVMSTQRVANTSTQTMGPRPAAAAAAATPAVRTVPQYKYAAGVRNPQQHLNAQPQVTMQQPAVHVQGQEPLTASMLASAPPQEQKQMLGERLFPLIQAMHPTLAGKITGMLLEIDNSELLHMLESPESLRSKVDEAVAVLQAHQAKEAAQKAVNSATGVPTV
SUMO1-SIM PPI = SUMO1-SIM interaction modulation; P63165; SUMO1 binding to a labelled peptide, TR-FRET, 1 h; inhibition, % at 20 µM; 360,000 tested, 0.33% active; in the data active = inhibition above about 37%
Target sequence (P63165 whole entry, looked up): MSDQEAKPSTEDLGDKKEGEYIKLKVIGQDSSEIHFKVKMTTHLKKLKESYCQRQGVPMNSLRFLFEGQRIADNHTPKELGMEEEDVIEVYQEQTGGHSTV
NadD block = inhibitors of Staphylococcus aureus NadD. 360,000 tested, 0.78% active. purified NadD enzyme, colorimetric absorbance read-out. AID 602399. inhibition, % at 20 µM; in the data active = inhibition above about 26%; also: some compounds past the cut are filed as inactive
STEP inh = inhibitors of human striatal-enriched phosphatase STEP. P54829. recombinant STEP, OMFP fluorogenic substrate, fluorescence. inhibition, % at 20 µM. 360,000 tested, 0.25% active. AID 588621;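 active = inhibition at 20 µM, scaled per plate between control wells, above about 37%, limit read from the data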;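 also: 0% = DMSO with enzyme and substrate and 100% = substrate only without enzyme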
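System: isolated STEP enzyme; schedule: 20 min enzyme reaction at room temperature, protected from light; medium: Bis-Tris buffer pH 6.0, 2.5 mM DTT, 0.005% Tween 20; signal: fluorescence, 480/540 nm; dosing: single compound dose of 20 µM, 1% DMSO final; also added: OMFP substrate, 25 µM final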
Scp-1 inhibitor = inhibitors of human Scp-1 phosphatase; Q9GZU7; 340,000 tested, 0.88% active; AID 493091; inhibition, % at 20 µM; Recombinant Scp1, phosphopeptide, malachite green phosphate absorbance;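 active = inhibition above about 50% at 20 µM, limit read from the data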;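 also: plate controls were DMSO wells with enzyme for no effect and wells lacking enzyme for full effect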
Target sequence (Q9GZU7 76-261 limits assumed): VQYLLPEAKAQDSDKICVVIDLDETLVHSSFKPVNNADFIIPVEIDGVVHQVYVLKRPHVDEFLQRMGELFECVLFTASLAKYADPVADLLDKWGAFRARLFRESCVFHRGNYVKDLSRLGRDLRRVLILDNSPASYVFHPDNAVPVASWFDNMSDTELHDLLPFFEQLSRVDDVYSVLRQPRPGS
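System: SCP-1 catalytic domain; Reagent: Phospho 17-mer peptide substrate; Doses: one concentration, 20 µM, with 1.0% DMSO; Incubation: 45 min room-temperature reaction, 5 min colour, 30 min stabiliser; Signal: Phosphate-binding colour reagent, absorbance read at 630 nm.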
LMPTP inh = LMPTP (human) inhibition | inhibition, % at 20 µM | recombinant LMPTP-A, OMFP fluorogenic substrate, fluorescence intensity | P24666 | 360,000 tested, 0.22% active;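 active = compounds that cut the enzyme signal by at least half of the control window in the single-dose screen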;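 also: plate controls were DMSO wells with enzyme plus substrate for no effect and substrate without enzyme for full effect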
Target sequence (P24666 whole entry, looked up): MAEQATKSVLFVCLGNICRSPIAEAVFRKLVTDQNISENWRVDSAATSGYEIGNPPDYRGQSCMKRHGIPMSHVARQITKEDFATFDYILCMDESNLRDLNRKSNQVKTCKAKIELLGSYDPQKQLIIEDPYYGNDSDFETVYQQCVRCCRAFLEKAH
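Assay system: LMPTP-A, protein tyrosine phosphatase of low molecular weight / Medium: pH 6.0 Bis-Tris buffer with DTT and Triton X-100 / Schedule: 50 min enzyme reaction at room temperature, protected from light / Measured by: endpoint fluorescence intensity from OMFP dephosphorylation / Read-out basis: % inhibition relative to no-enzyme and uninhibited control wells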
* = called active by the depositor; i = inactive; / = not tested or not shown.

#1 Cc1cc(C)n2nc(CNS(=O)(=O)c3ccc(F)c(C)c3)nc2n1
#2 CC(CN1CCN(C)CC1)OC(=O)c1ccc(F)cc1 (stereo not drawn)
#3 Cc1oc2cc3oc(=O)c4c(c3cc2c1C)CCC4
#4 O=C(Nc1ccn(Cc2ccccc2)n1)c1ccc2c(c1)OCO2
#5 CC(=O)Nc1cc(-c2cccnc2)cn2c(-c3cccc(C(F)(F)F)c3)cnc12
#6 N#CCCCCN1c2cccc3cccc(c23)S1(=O)=O
Assay by compound | 1 | 2 | 3 | 4 | 5 | 6
CSN inh | -6 | -13 | -3 | -1 | 0 | -2
Rpn11 block | i | i | i | i | i | i
Tb MetRS inh | -0.4 | -0.7 | -0.4 | -0.8 | -0.2 | 0.4
DNMT1 inh | 3 | 1 | -4 | 3 | 3 | 0
PABP1 MLLE inh | -5 | -10 | 4 | -2 | -18 | -3
SUMO1-SIM PPI | 5 | 1 | -2 | -2 | -13 | -7
NadD block | -6 | -10 | 3 | -2 | 2 | -3
STEP inh | -1 | -2 | 3 | 1 | 2 | 9
Scp-1 inhibitor | -5 | -1 | -8 | -6 | / | -7
LMPTP inh | -1.9 | -1.9 | -0.6 | -0.3 | 1.1 | 0.4

#7 COc1cccc(NC(=O)[C@@H]2CCCN2C(=O)C2CCN(S(=O)(=O)c3ccc(C)cc3)CC2)c1
#8 CCc1ccc(NC(=O)N2CCc3ccccc3C2)cc1
#9 O=C(O)Cc1ccc(C(=O)c2ccc(F)cc2)s1
#10 COc1ccc(-c2csc(Nc3ccc(S(=O)(=O)Nc4cc(C)on4)cc3)n2)cc1
#11 COCC(C)NC(=O)c1ccc(CN2CCc3ccccc3C2)cc1 (stereo not drawn)
#12 COc1ccc(C(=O)NN/C(=N/S(=O)(=O)c2ccc(C)cc2)c2ccccc2)cc1
Assay by compound | 7 | 8 | 9 | 10 | 11 | 12
CSN inh | 1 | -4 | 8 | 1 | 2 | -6
Rpn11 block | i | i | i | i | i | i
Tb MetRS inh | -0.1 | -0.4 | 0.2 | 0.6 | -1.6 | -0.7
DNMT1 inh | -1 | -3 | 0 | -8 | -2 | 0
PABP1 MLLE inh | -6 | -7 | 8 | 12 | 11 | 7
SUMO1-SIM PPI | -1 | -2 | -8 | 8 | -2 | -1
NadD block | -4 | -11 | 2 | 9 | 4 | -4
STEP inh | -1 | 0 | -2 | -2 | -3 | 3
Scp-1 inhibitor | -2 | -7 | -5 | -12 | -3 | -7
LMPTP inh | -0.6 | 1.4 | 0.7 | 3.0 | -1.7 | -1.3

#13 COc1ccc(-c2cc(-c3ccc(OC)cc3)c(C#N)c(SC)n2)cc1
#14 CCCn1cnc2cc(NC(=O)c3ccco3)ccc21
#15 CSC1(SC2=NCCN2)SC2(NCCN2)S1
#16 CCCOC(=O)C1=C(C)NC(=O)NC1c1cccc2ccccc12 (stereo not drawn)
#17 O=C1NCCN(Cc2ccc(Cl)c(F)c2)C1CC(=O)N1CCCO1 (stereo not drawn)
#18 CC1CCc2c(sc(NC(=O)CCCn3cnc([N+](=O)[O-])n3)c2C(N)=O)C1 (stereo not drawn)
Assay by compound | 13 | 14 | 15 | 16 | 17 | 18
CSN inh | -1 | -1 | 0 | 4 | -6 | 2
Rpn11 block | i | i | i | i | i | i
Tb MetRS inh | -0.1 | -0.9 | -0.3 | -0.8 | -1.0 | 0.5
DNMT1 inh | 4 | 0 | -1 | 7 | 1 | -3
PABP1 MLLE inh | 2 | -4 | -18 | 15 | 4 | 6
SUMO1-SIM PPI | -75 | -2 | 4 | -3 | -4 | -22
NadD block | 4 | -2 | 0 | 1 | -3 | -2
STEP inh | 1 | -1 | 2 | -1 | -1 | 1
Scp-1 inhibitor | -2 | 1 | 1 | 7 | -7 | -13
LMPTP inh | 13 | -0.6 | -0.5 | 1.0 | -2.5 | 0.8

#19 COc1ccc(-c2cc(C(=O)N3CCN(c4ccccc4)CC3)no2)cc1
#20 C/C(=N\N=C(/N)c1nonc1N)c1ccc2c(c1)OCO2
#21 CC(=O)c1c(C)[nH]c(C(=O)OCC(=O)Nc2cc(Cl)ccc2[N+](=O)[O-])c1C
#22 O=C(CC1Sc2ncnn2C1=O)Nc1ccccc1 (stereo not drawn)
#23 O=C(Nc1ccc2ccccc2c1)c1onc2c1CCCC2
#24 Cc1c(Cl)cccc1NC(=S)NNc1ncc(C(F)(F)F)cc1Cl
Assay by compound | 19 | 20 | 21 | 22 | 23 | 24
CSN inh | 1 | 13 | -1 | 2 | -4 | -4
Rpn11 block | i | i | i | i | i | i
Tb MetRS inh | -0.1 | -0.4 | 0.0 | -1.2 | -0.4 | -1.2
DNMT1 inh | -1 | -1 | 0 | 6 | -7 | 4
PABP1 MLLE inh | 13 | -7 | 1 | 36 | 0 | 36*
SUMO1-SIM PPI | 3 | -5 | -25 | 1 | -2 | -2
NadD block | 1 | -6 | 3 | 0 | -11 | 4
STEP inh | 0 | -3 | 2 | -2 | 3 | 0
Scp-1 inhibitor | -7 | -8 | -8 | 0 | -5 | -2
LMPTP inh | 1.2 | -0.7 | 1.6 | -1.3 | 1.6 | 0.8

#25 CCOC(=O)c1c(O)c2ccccc2n(-c2ccccc2)c1=O
#26 Cc1ccc(OCC(=O)Nc2nnc(S(=O)(=O)N3CCC(C)CC3)s2)cc1
#27 COCCN(Cc1ccccc1)C(=O)c1ccc2c(=O)n3c(nc2c1)CCC3
#28 CCCCCC(=O)Nc1ccc(C(=O)COC(=O)Cn2cnc3c2c(=O)n(C)c(=O)n3C)cc1
#29 C[C@@H]1CN([C@@H](C)CO)C(=O)CCCn2nncc2CO[C@@H]1CN(C)S(=O)(=O)c1ccc(-c2ccccc2)cc1
#30 CC1=CC2=NC(=O)/C(=C\c3cccn3CCOc3ccccc3)C(=N)N2O1
Assay by compound | 25 | 26 | 27 | 28 | 29 | 30
CSN inh | 0 | 11 | 0 | 2 | 0 | -1
Rpn11 block | i | i | i | i | i | i
Tb MetRS inh | -0.7 | 0.0 | -0.2 | -0.4 | -0.2 | 0.5
DNMT1 inh | -2 | 58* | 1 | 1 | -1 | -6
PABP1 MLLE inh | -1 | -28 | 12 | -6 | -10 | -6
SUMO1-SIM PPI | 3 | 3 | 2 | 0 | 0 | -19
NadD block | -3 | 26* | -5 | -2 | -3 | -2
STEP inh | 0 | 2 | -2 | 2 | -1 | -3
Scp-1 inhibitor | -1 | 3 | -4 | -2 | / | -14
LMPTP inh | -2.7 | 6.7 | -0.2 | -1.9 | -1.9 | -0.5

#31 c1ccc2c(c1)CNC1(CCCCC1)C2
#32 NS(=O)(=O)c1cc(C(=O)OCC(=O)Nc2ccc3[nH]c(=O)[nH]c3c2)ccc1Cl
#33 CC(=O)N1CCOc2ccc(S(=O)(=O)N3CCC(C(=O)NCc4ccc(F)cc4)CC3)cc21
#34 CCOc1ccccc1C1C(C(=O)Nc2ccccc2OC)=C(C)Nc2nnnn21 (stereo not drawn)
#35 COC(=O)c1cc(C(=O)Nc2ccc(S(=O)(=O)NC(C)(C)C)cc2)cc([N+](=O)[O-])c1
#36 C=CCn1c(COc2ccc(Cl)cc2)nnc1SCC(=O)N/N=C/c1cccc(O)c1
Assay by compound | 31 | 32 | 33 | 34 | 35 | 36
CSN inh | 0 | 3 | 1 | 1 | -5 | -4
Rpn11 block | i | i | i | i | i | i
Tb MetRS inh | -0.1 | -0.1 | -0.8 | -0.4 | 0.7 | 1.3
DNMT1 inh | -1 | -2 | 0 | 0 | -3 | -10
PABP1 MLLE inh | 4 | -107 | 12 | -2 | 5 | -46
SUMO1-SIM PPI | -4 | 25 | 4 | -3 | -19 | -3
NadD block | -5 | 10 | -5 | 2 | -1 | 0
STEP inh | 2 | 0 | -1 | -1 | 2 | 0
Scp-1 inhibitor | 0 | -1 | 1 | -7 | -8 | 0
LMPTP inh | -0.2 | -0.8 | -0.5 | -0.7 | -0.1 | -0.4

#37 CC(C)(C)c1ccc(-c2noc(CNC(=O)c3ccco3)n2)cc1
#38 C=C(C)Cn1c2ccc(NC(=O)CCOCC)cc2c(=O)n1C
#39 Cn1c(N)c(C(=O)COC(=O)Cc2ccsc2)c(=O)n(C)c1=O
#40 CCn1cc(C2=NOC(C(=O)Nc3ccc4c(c3)OCO4)C2)c(C)n1 (stereo not drawn)
#41 CN1C(=O)NC(c2ccccc2)C2=C1CN(c1ccc3ccccc3c1)C2=O (stereo not drawn)
Assay by compound | 37 | 38 | 39 | 40 | 41
CSN inh | 3 | 6 | 2 | -6 | 15
Rpn11 block | i | i | i | i | i
Tb MetRS inh | 0.0 | 0.2 | -1.4 | -1.1 | -0.5
DNMT1 inh | -1 | -1 | 8 | -2 | 4
PABP1 MLLE inh | -16 | 2 | -2 | -3 | 3
SUMO1-SIM PPI | 3 | 1 | 1 | -1 | -7
NadD block | -9 | 3 | 0 | 5 | 13
STEP inh | -1 | 1 | 0 | -2 | 2
Scp-1 inhibitor | -7 | / | 11 | -1 | -5
LMPTP inh | 1.8 | -0.6 | -1.3 | -1.2 | 1.0

Of the compounds above, these have fluorine:
#1 Cc1cc(C)n2nc(CNS(=O)(=O)c3ccc(F)c(C)c3)nc2n1
#2 CC(CN1CCN(C)CC1)OC(=O)c1ccc(F)cc1 (stereo not drawn)
#5 CC(=O)Nc1cc(-c2cccnc2)cn2c(-c3cccc(C(F)(F)F)c3)cnc12
#9 O=C(O)Cc1ccc(C(=O)c2ccc(F)cc2)s1
#17 O=C1NCCN(Cc2ccc(Cl)c(F)c2)C1CC(=O)N1CCCO1 (stereo not drawn)
#24 Cc1c(Cl)cccc1NC(=S)NNc1ncc(C(F)(F)F)cc1Cl
#33 CC(=O)N1CCOc2ccc(S(=O)(=O)N3CCC(C(=O)NCc4ccc(F)cc4)CC3)cc21
Assay by compound | 1 | 2 | 5 | 9 | 17 | 24 | 33
CSN inh | -6 | -13 | 0 | 8 | -6 | -4 | 1
Rpn11 block | i | i | i | i | i | i | i
Tb MetRS inh | -0.4 | -0.7 | -0.2 | 0.2 | -1.0 | -1.2 | -0.8
DNMT1 inh | 3 | 1 | 3 | 0 | 1 | 4 | 0
PABP1 MLLE inh | -5 | -10 | -18 | 8 | 4 | 36* | 12
SUMO1-SIM PPI | 5 | 1 | -13 | -8 | -4 | -2 | 4
NadD block | -6 | -10 | 2 | 2 | -3 | 4 | -5
STEP inh | -1 | -2 | 2 | -2 | -1 | 0 | -1
Scp-1 inhibitor | -5 | -1 | / | -5 | -7 | -2 | 1
LMPTP inh | -1.9 | -1.9 | 1.1 | 0.7 | -2.5 | 0.8 | -0.5

Screening results (PubChem)
